Assay outcomes: PubChem, Southern Research Specialized Biocontainment Screening Center
tuberculosis growth = growth inhibition of non-replicating M. tuberculosis (AID 488890); Mycobacterium tuberculosis non-replicating, growth inhibition; higher % means a stronger effect; one-dose inhibition, % at 25 µM; IC50 in µM for titrated hits; actives 0.39% (n = 320,000); in the data active means a potency from the dose series; inconclusive means inhibition mostly from about 82% at the one dose, without a potency; inactive means the rest, 99 in 100 with inhibition below about 76%;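 further: plate controls were DMSO cells for no effect and high antibiotic wells for full effect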
Salmonella PhoP GFP = Inhibition of PhoP regulon, Salmonella typhi GFP reporter cells, confirmation, 4 h (AID 1850); Salmonella Typhi PhoP-promoter GFP reporter, fluorescence, 4 h; higher % means a stronger effect; one-dose inhibition, % at 50 µM; IC50 in µM for titrated hits; actives 0.33% (n = 310,000); in the data active means a potency from the dose series; inconclusive means inhibition mostly from about 25% at the one dose, without a potency; inactive means the rest, 99 in 100 with inhibition below about 19%;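 further: 0% = induced wells with vehicle and 100% = uninduced wells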
M. tuberculosis HTS = M. tuberculosis growth inhibition, HTS (AID 449762). M. tuberculosis H37Rv growth inhibition, 7H9 media; higher % means a stronger effect. actives 0.59% (n = 330,000). one-dose inhibition, % at 25 µM; IC50 in µM for titrated hits; in the data active means a potency from the dose series; inconclusive means inhibition above about 70% without an active follow-up result;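 further: bacterial growth assessed after seven days of incubation; strong numbers were not always called active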
VEEV TC-83 Vero = inhibitors of VEEV TC-83 cytopathic effect, confirmation, Vero cells (AID 588727). inhibition, % at 20 µM; hits with a dose series show IC50 in µM. Vero cells, VEEV TC-83 cytopathic effect inhibition; higher % means a stronger effect. actives 0.13% (n = 350,000); in the data active means a potency from the dose series; inconclusive means inhibition mostly from about 14% at the one dose, without a potency; inactive means the rest, 99 in 100 with inhibition below about 12%; further: strong numbers were not always called active
H1N1 NS1A inhibition = NS1A inhibition, H1N1 influenza, cell based functional assay (AID 504329). actives 0.3% (n = 340,000). inhibition, % at 12.5 µM; hits with a dose series show IC50 in µM. NS1A functional cell-based assay, percent inhibition; higher % means a stronger effect; in the data active means a potency from the dose series; inconclusive means inhibition above about 27% without an active follow-up result; further: strong numbers were not always called active
VEEV TC-83 Vero 10K pilot screen = further read-out of VEEV TC-83 Vero, marked with its call; inhibition, %; measured here: 10K pilot screen inhibition
An asterisk follows results filed as active; i = inactive; ? = inconclusive; . = no result given.

SMILES	tuberculosis growth	Salmonella PhoP GFP	M. tuberculosis HTS	VEEV TC-83 Vero	H1N1 NS1A inhibition	others
C/C=C/C=N/NC(=O)CN(c1ccc(Br)cc1)S(=O)(=O)c1ccccc1	17%	-9%	-8%	0.3%	-1%
Cc1cc(NC(=O)Nc2cc(Cl)sc2Cl)no1	10%	4%	15%	3.1%	-6%
O=C(CC1CCCCC1)NCc1ccc(Cl)cc1	.	5%	5%	i	-5%
CC1(C)CC(=O)N(c2cccc(Cl)c2)C(=O)C1	-4%	-2%	-3%	1.9%	-5%
CS(=O)(=O)c1ccc(NC(=O)CCN2C(=O)C3CCCCC3C2=O)cc1 (stereo not given)	-5%	6%	-4%	i	-14%
C=CCOC(=O)C1=C(C)NC(C)=C(C(=O)OCC=C)C1c1ccc(C)o1	5%	16%	-14%	4.6%	3%
CC12CC3OC3CC1CCC1C2CCC2(C)C1CCC21OCCO1 (stereo not given)	.	.	.	0.2%	1%
CC1c2nc3ccccc3n2C(CC(=O)NC2CC2)C(=O)N1Cc1ccccc1 (stereo not given)	12%	-3%	3%	1.0%	5%
Cn1c(=O)c(Nc2ccc(O)cc2)c2c3c(cccc31)C(=O)c1ccccc1-2	60%	3%	4%	26%	?
O=C(NC1CCCCC1)NC1CCN(S(=O)(=O)c2ccc3c(c2)OCCO3)CC1	-6%	0%	-3%	1.4%	-6%
Cc1occc1-c1nnc(SCC(=O)c2ccc(F)cc2)o1	67%	11%	14%	2.4%	-3%
O=c1[nH]c(C2CCCN(S(=O)(=O)c3ccccc3)C2)nc2c1nnn2Cc1ccccc1F (stereo not given)	10%	-7%	-2%	8.5%	-8%
Cc1ccc(S(=O)(=O)c2c(C)cc(C)nc2Cl)cc1	3%	-7%	-2%	1.7%	-6%
COc1ccc2[nH]c(=O)c(CN(C3CCCCC3)C(c3nnnn3Cc3ccco3)C(C)C)cc2c1 (stereo not given)	56%	9%	9%	4.9%	0%
O=S1(=O)N=C(N/N=C/c2ccccn2)c2ccccc21	10%	?	2%	1.7%	3.3µM*
O=S(=O)(c1cccc(S(=O)(=O)N2CCN(c3ncccn3)CC2)c1)N1CCOCC1	-2%	-4%	-6%	i	15%
Cc1c(C(=O)OCC(C)C)[nH]c2c1C(=O)CC(c1cccs1)C2 (stereo not given)	7%	6%	7%	7.8%	1%
COc1ccc(C2CC(c3ccc4ccccc4c3)=NN2C(=O)CN2C(=O)CCC2=O)cc1 (stereo not given)	10%	-2%	37%	2.2%	4%
NC(=O)C1CCN(c2oc(-c3ccccc3F)nc2S(=O)(=O)c2ccc(Cl)cc2)CC1	1%	2%	0%	4.9%	3%
COc1cc(C(=O)OCC(=O)N2CCC(C)CC2)cc2c1OCCO2	20%	.	-4%	i	-3%
CCC(=O)N(CCC(c1ccc(C)cc1)c1ccco1)Cc1ccco1 (stereo not given)	11%	-6%	-2%	i	6%
CC1CCC(NC(=O)C2CCC(CNS(=O)(=O)c3ccccc3)CC2)CC1 (stereo not given)	-7%	10%	-2%	i	-12%
O=C(CC1CCCCC1)NCc1cn2ccsc2n1	-12%	7%	4%	0.1%	-13%
Cc1ccc2cc(CN(Cc3ccco3)C(=O)c3ccccc3)c(=O)[nH]c2c1C	9%	-1%	-6%	3.3%	-9%
COc1ccc(-c2csc3ncnc(NCCO)c23)cc1	-13%	1%	-4%	2.6%	19%

4 records picked at random from the list so far, as already listed:
SMILES	tuberculosis growth	Salmonella PhoP GFP	M. tuberculosis HTS	VEEV TC-83 Vero	H1N1 NS1A inhibition	others
Cc1cc(NC(=O)Nc2cc(Cl)sc2Cl)no1	10%	4%	15%	3.1%	-6%
CS(=O)(=O)c1ccc(NC(=O)CCN2C(=O)C3CCCCC3C2=O)cc1 (stereo not given)	-5%	6%	-4%	i	-14%
Cc1occc1-c1nnc(SCC(=O)c2ccc(F)cc2)o1	67%	11%	14%	2.4%	-3%
COc1cc(C(=O)OCC(=O)N2CCC(C)CC2)cc2c1OCCO2	20%	.	-4%	i	-3%

The listing continues.
SMILES	tuberculosis growth	Salmonella PhoP GFP	M. tuberculosis HTS	VEEV TC-83 Vero	H1N1 NS1A inhibition	others
O=C(NNS(=O)(=O)c1ccc(Cl)cc1)c1ccc(S(=O)(=O)N2CCCCC2)cc1	30%	20%	7%	2.5%	-3%
O=C(Nc1ccc(-n2nncc2-c2ccco2)cc1)c1ccc(F)cc1	10%	-4%	-9%	i	-9%
Cc1cc(C)n(-c2ncnc3ccccc23)n1	-15%	-12%	1%	i	0%
Cc1cc[n+](CC(=O)c2ccc(NC(=O)c3ccccc3)cc2)cc1	8%	50%	-7%	1.2%	16%
CCCn1c(COc2ccc(C(=O)O)cc2)nc2ccccc21	4%	-4%	-5%	1.1%	-3%
Cc1noc(C)c1COc1ccc(C(=O)OCC(=O)N2CC(=O)Nc3ccccc32)cc1	6%	7%	1%	i	-8%
Cc1ccc(/C=C2\CC(C)CC3=C2NC(=S)NC3c2ccc(C)cc2)cc1 (stereo not given)	30%	2%	4%	1.0%	9%
COc1ccc2nc(NC(=O)CSc3nc(C)cc(C)n3)sc2c1	27%	4%	0%	3.2%	5%
CC1CCCC(NC(=O)c2cn(C)c3ccc(S(=O)(=O)N4CCCC4)cc3c2=O)C1C (stereo not given)	-1%	11%	-1%	.	.
O=C(CN1CCCC1)Nc1sc2c(c1C(=O)Nc1ccc(Br)cc1)CCC2	?	3%	0%	5.7%	6%
O=C(CNS(=O)(=O)c1ccccc1)OCC(=O)c1ccc(Br)cc1	15%	7%	4%	2.1%	3%
Cc1ccccc1-c1nc(CN2CCCC(C(=O)NCc3cccnc3)C2)c(C)o1 (stereo not given)	7%	-12%	-4%	i	1%
Cc1cccc(N2CCN(S(=O)(=O)c3ccc4[nH]c(=O)ccc4c3)CC2)c1C	2%	4%	-3%	4.6%	-1%	VEEV TC-83 Vero 10K pilot screen=3.1
CCS(=O)(=O)c1ccc2oc(SCC(=O)c3ccco3)nc2c1	40%	2%	0%	i	0%
O=C(/C=C/c1ccccc1)N(c1ccccn1)C1CCCCC1	42%	8%	5%	i	18%
COc1cccc(-c2nnc(N)o2)c1	-14%	1%	1%	1.5%	-19%
CCn1c(/C=C/Nc2ccccc2)[n+](CC)c2ccc(Cl)cc21	46%	-3%	-3%	0.2%	4%
CCOc1ccc(C(C)=O)cc1NC(=O)/C=C\C(=O)O	-6%	-10%	-2%	i	0%
N=C1C(c2ccccc2)=C(O)CN1NC(=O)c1ccc(Cl)cc1	0%	6%	3%	0.4%	9%
Nc1ccccc1C(=O)NNc1ncc(C(F)(F)F)cc1Cl	25%	-3%	65%	0.9%	10%
CO[C@H]1C=CO[C@@]2(C)Oc3c(C)c(O)c4c(O)c(c(C=NN5CCN(C)CC5)c(O)c4c3C2=O)NC(=O)C(C)=CC=C[C@H](C)[C@H](O)[C@@H](C)[C@@H](O)[C@@H](C)[C@H](OC(C)=O)[C@@H]1C	?	21µM*	?	1.2%	12%
CCn1c2ccccc2c2cc(NC(=O)CCCN3C(=O)CCC3=O)ccc21	9%	8%	10%	1.9%	1%
Cc1nc2ccc(NC(=O)CCC3CCCC3)cc2s1	71%	9%	?	2.4%	4%
CC1=NNC(=O)C1Br (stereo not given)	.	.	.	1.1%	-21%
O=C1OC(N2C(=O)CC[C@H]2C(=O)Nc2ccc3c(c2)OCO3)c2ccccc21 (stereo not given in full)	11%	1%	-5%	0.2%	-2%

Continued.
SMILES	tuberculosis growth	Salmonella PhoP GFP	M. tuberculosis HTS	VEEV TC-83 Vero	H1N1 NS1A inhibition	others
CC(=O)NC(Cc1ccccc1)C(=O)NC1CCN(c2ncccc2[N+](=O)[O-])CC1 (stereo not given)	-18%	-2%	-9%	0.2%	-5%
CC(C)OP(=O)(c1ccc(N(C)C)cc1)C(O)c1ccccc1F (stereo not given)	6%	-2%	-8%	2.2%	-2%
COc1ccccc1N(CC(=O)NC1CCCC1)C(=O)CCC(=O)Nc1ccccn1	-4%	-4%	1%	0.8%	-4%
CN(/N=C/c1cc(Br)cc(Br)c1O)c1cccc(C(F)(F)F)n1	?	7%	3.9µM*	8.5%	-6%
O=C(CSc1nc(C2CC2)nc2ccccc12)NCc1ccc2c(c1)OCO2	-3%	0%	2%	.	.
O=C(N/N=C/c1ccccn1)c1cccc(S(=O)(=O)N2CCCC2)c1	46%	11%	2%	3.4%	-3%
CCN(CC)c1nc(N)c2c(N)n(-c3ccccc3C)c(=S)c(C#N)c2c1C#N	-25%	0%	-4%	8.6%	21%
CCCCn1c(N)c(N(CC(C)C)C(=O)C2CSC3(C)CCC(=O)N23)c(=O)[nH]c1=O (stereo not given)	-15%	-3%	-7%	8.8%	-5%
O=C(CCCN1C(=O)/C(=C/c2cccs2)SC1=S)Nc1cc([N+](=O)[O-])ccc1O	1%	-10%	3%	4.4%	-1%
c1ccc(Cc2ccc(OCCN3CCOCC3)cc2)cc1	79%	-1%	3%	0.4%	0%
Cc1ccccc1NC(=O)/C(C#N)=C/c1ccccc1C(F)(F)F	17%	-4%	7%	9.9%	8%
Cc1c(Cl)cccc1NC(=O)CC(NCCN1CCOCC1)C(=O)O (stereo not given)	8%	-1%	-4%	i	-12%
Cc1cc(C)cc(Nc2ccc(C(=O)O)cc2[N+](=O)[O-])c1	12%	6%	2%	i	-11%
COc1ccc(CNC(=O)c2ccc3c(=O)n4c(nc3c2)CCCCC4)cc1OC	.	.	.	2.3%	-11%
O=C1CSC(=S)N1c1cccc(F)c1	10%	-5%	2%	0.6%	0%
Cc1ccc(SCC(=O)Nc2cccc(C)c2)cc1	?	8%	?	1.0%	5%
COc1cc(NC(=O)[C@H](C)NC(=O)N2CCn3c2nc2ccccc23)cc(OC)c1	22%	4%	7%	?	-4%
CCOCCCNC(=O)C(NC(=O)c1ccc(=O)[nH]c1)c1ccc(Cl)cc1 (stereo not given)	-10%	-13%	-6%	i	-16%
O=C(N/N=C/c1coc2ccccc2c1=O)c1ccc(Cl)cc1	0.97µM*	-7%	6%	6.4%	-9%
Cc1c(C=O)c2ccccn2c1C(=O)c1ccccc1	-29%	23%	6%	7.5%	-39%
O=C(Nc1cc2c3c(c1)CC(=O)N3CCC2)c1ccccc1C(F)(F)F	-9%	9%	0%	1.8%	-8%
C[C@@]12C(=O)N(c3cccc(Cl)c3)C(=O)N1[C@@H]1c3ccccc3OC[C@@H]1[C@H]2c1ccccc1	-3%	.	4%	5.6%	-3%
Cc1ccc(-n2c(Cc3ccccc3)n[nH]c2=S)c(C)c1	1%	4%	-2%	0.8%	-7%
CC(C)C(NC(=O)c1ccccc1)C(=O)NC1CCCc2ccccc21 (stereo not given)	9%	.	-9%	3.0%	-15%
Cc1cc(C(=O)COC(=O)c2cc(Cl)ccc2N)c(C)n1Cc1ccco1	-1%	0%	5%	0.2%	-2%

(next part)
SMILES	tuberculosis growth	Salmonella PhoP GFP	M. tuberculosis HTS	VEEV TC-83 Vero	H1N1 NS1A inhibition	others
O=C(CN1C(=O)c2cccnc2Oc2ccc(Cl)cc21)NCCc1ccccc1	-4%	0%	-6%	0.6%	-4%
COc1ccc(CC(=O)Nc2cc(Cl)ccc2N2CCCC2)cc1	10%	-6%	-3%	1.1%	6%
Cc1ccc(NC(=S)N(CCCN(C)C)Cc2cc3cc4c(cc3[nH]c2=O)OCO4)c(C)c1	29%	-6%	-2%	0.8%	1%
COC(=O)c1ccc(C2Nc3ccccc3NC3=C2C(=O)CC(C)(C)C3)cc1 (stereo not given)	14%	-8%	5%	1.2%	4%
O=C1C2CCCCC2C(=O)N1c1ccc(NC2CCN(Cc3ccccc3)CC2)c([N+](=O)[O-])c1 (stereo not given)	6%	14%	11%	0.9%	8%
COc1ccc(OC)c(S(=O)(=O)NCCC2=CCCCC2)c1	17%	-1%	1%	i	-2%
O=C(NCCc1ccc(Cl)cc1)c1ccc2c(c1)OCCO2	6%	-5%	12%	0.3%	-2%
O=C(O)c1nc(-c2ccccc2)n(-c2ccccc2)n1	7%	-2%	2%	i	-5%
Cc1cc(-c2nn(-c3ccccc3F)cc2CN2CCCC(C(N)=O)C2)c(C)s1 (stereo not given)	40%	6%	5%	0.2%	-16%

Four structures from above, sorted by SMILES length, highest first:
SMILES	tuberculosis growth	Salmonella PhoP GFP	M. tuberculosis HTS	VEEV TC-83 Vero	H1N1 NS1A inhibition	others
COC(=O)c1ccc(C2Nc3ccccc3NC3=C2C(=O)CC(C)(C)C3)cc1 (stereo not given)	14%	-8%	5%	1.2%	4%
O=C(CN1C(=O)c2cccnc2Oc2ccc(Cl)cc21)NCCc1ccccc1	-4%	0%	-6%	0.6%	-4%
COc1ccc(OC)c(S(=O)(=O)NCCC2=CCCCC2)c1	17%	-1%	1%	i	-2%
O=C(NCCc1ccc(Cl)cc1)c1ccc2c(c1)OCCO2	6%	-5%	12%	0.3%	-2%
